# Assay outcomes as filed in PubChem.
# GalR3 antagonist: antagonists of human GalR3. O60755. HEK293 GalR3-CNG cAMP membrane potential fluorescence; galR3 body fused to GalR1 C-terminus. inhibition, % at 3 µM. 360,000 compounds, 0.44% hits;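 active = inhibition above the screen-wide average plus 3 SD, cut at about 13% in these data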;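 also: forskolin and galanin both at EC90 stimulate the cells; cAMP rise reported by CNG channel membrane potential dye signal; 0% = forskolin plus galanin with DMSO and 100% = forskolin alone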
# Target sequence (O60755 1-299 limits assumed): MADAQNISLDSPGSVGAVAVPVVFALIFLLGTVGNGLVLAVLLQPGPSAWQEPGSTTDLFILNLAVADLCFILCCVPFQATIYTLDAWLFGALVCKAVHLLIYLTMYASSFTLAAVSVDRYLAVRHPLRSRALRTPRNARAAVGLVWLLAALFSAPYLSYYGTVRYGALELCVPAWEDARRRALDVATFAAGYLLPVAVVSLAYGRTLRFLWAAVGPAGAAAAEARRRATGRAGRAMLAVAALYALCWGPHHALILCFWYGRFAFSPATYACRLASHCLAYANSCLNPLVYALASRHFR
# NALP1 inh: NALP1 inhibition | 280,000 compounds, 0.61% hits | AID 2071 | inhibition, % at 10 µM | S. cerevisiae NALP1/ASC/caspase-1 growth, X-gal OD620, 72 h; in the data active = inhibition mostly above about 24%, no sharp cut-off; inactive = mostly below about 32%; also: some compounds called inactive have numbers as strong as hits
# OXTR potentiate: potentiators of human oxytocin receptor; P30559; CHO-OTR cells, Fluo-8 calcium fluorescence, potentiator mode; 0% = oxytocin EC15, 100% = EC100; activation, % at 3 µM; 320,000 compounds, 0.061% hits; AID 2445;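 active = activation above that plate's cutoff, the mean activation of tested compounds plus 3 SD, cut at about 6.6% in these data, passing the limit was not always enough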;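 also: 100% uses oxytocin at 75 nM as the full agonist control; some results filed as inactive read as strong as hits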
#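 Assay system: CHO cell line stably expressing human OTR. Reagent: EC15 oxytocin agonist. Dosing: single dose, 3.0 µM nominal final compound concentration. Timing: compound 6 min at room temperature before oxytocin, 100 s read. Signal: kinetic Fluo-8 calcium fluorescence. Controls: oxytocin EC15 low and EC100 high.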
# MEKK2mut PB1 HTS: signal of MEK5 binding to mutant human MEKK2 PB1 domain. bead flow cytometry, Alexa488-MEK5 binding to MEKK2 mutant. percent response, % at 10 µM. 290,000 compounds, 0.35% hits. AID 1530; in the data active = percent response above about 24%, passing the limit was not always enough; also: inactives centre near 1; some results filed as inactive read as strong as hits
# OXTR agonist: activates the human oxytocin receptor; P30559; CHO-OTR cells, Fluo-8 calcium fluorescence; normalized: DMSO 0%, oxytocin 100%; activation, % at 3 µM; 320,000 compounds, 0.32% hits;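 active = activation above the mean of all tested compounds plus 3 SD, cutoff set per screening run, cut at about 20% in these data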;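 also: peak over basal fluorescence ratio from a 100 s FLIPR kinetic read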
# MEKK2 WT-MEK5: raises or lowers MEK5 binding to wildtype human MEKK2 PB1 domain. AID 1531. bead flow cytometry, Alexa488-MEK5 binding to MEKK2 WT; actives lie on both sides. Q9Y2U5. 290,000 compounds, 1.1% hits. binding response (% of control), % at 10 µM; in the data active = binding response below about 67% or above about 130%
# V1R ag counter: V1a receptor agonism, counter-screen for OXTR agonists; P37288; CHO-V1R cells, Fluo-8 calcium fluorescence, agonist mode; 0% DMSO, 100% 3 nM vasopressin; activation, % at 3 µM; 320,000 compounds, 0.25% hits; AID 2797;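 active = activation above the mean activation of all tested compounds plus 3 SD, per screening run, cut at about 20% in these data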;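 also: signal is peak over basal fluorescence ratio across a 100 second FLIPR read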
# Target sequence (P37288 whole entry, looked up): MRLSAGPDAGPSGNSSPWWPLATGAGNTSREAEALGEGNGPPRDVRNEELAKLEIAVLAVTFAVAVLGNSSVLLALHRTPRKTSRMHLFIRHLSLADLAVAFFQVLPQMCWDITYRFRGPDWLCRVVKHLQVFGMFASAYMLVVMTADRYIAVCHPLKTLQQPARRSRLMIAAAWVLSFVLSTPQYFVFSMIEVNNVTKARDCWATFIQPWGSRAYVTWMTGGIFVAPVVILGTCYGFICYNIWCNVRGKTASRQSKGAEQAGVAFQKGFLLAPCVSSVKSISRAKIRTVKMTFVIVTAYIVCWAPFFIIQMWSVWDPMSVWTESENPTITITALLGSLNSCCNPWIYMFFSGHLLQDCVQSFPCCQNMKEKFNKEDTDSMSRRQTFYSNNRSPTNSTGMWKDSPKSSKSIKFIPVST
# GPR7 antagonist: antagonists of human GPR7 (neuropeptides B/W receptor 1). GPR7-expressing cells, fluorescence antagonist assay. inhibition, % at 4.4 µM. 290,000 compounds, 1.1% hits; in the data active = inhibition above about 16%, passing the limit was not always enough;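 also: cells stimulated with the agonist NPW; 0% = agonist with vehicle and 100% = vehicle without agonist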
# Target sequence (P48145 whole entry, looked up): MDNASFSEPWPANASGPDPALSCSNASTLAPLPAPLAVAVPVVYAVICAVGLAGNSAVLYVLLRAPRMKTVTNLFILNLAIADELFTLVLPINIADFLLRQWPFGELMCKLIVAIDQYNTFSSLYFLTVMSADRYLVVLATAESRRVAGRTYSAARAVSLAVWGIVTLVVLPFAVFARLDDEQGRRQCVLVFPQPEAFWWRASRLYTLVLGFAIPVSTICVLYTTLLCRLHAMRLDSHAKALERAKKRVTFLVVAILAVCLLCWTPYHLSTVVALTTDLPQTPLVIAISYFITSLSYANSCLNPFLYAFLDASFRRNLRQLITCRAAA
# M18AAP inhibitor: blocks P. falciparum M18 aspartyl aminopeptidase. 290,000 compounds, 1.2% hits. recombinant PfM18AAP, H-Glu-NHMec fluorogenic cleavage. inhibition, % at 7.35 µM. AID 1822;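 active = inhibition above the campaign mean inhibition over all tested compounds plus 3 SD, cut at about 28% in these data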;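 also: 0% = plate median of test compound wells and 100% = 2 mM ZnCl2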
# The depositor's hits bear a star; / = not tested or not shown.
SMILES,GalR3 antagonist,NALP1 inh,OXTR potentiate,MEKK2mut PB1 HTS,OXTR agonist,MEKK2 WT-MEK5,V1R ag counter,GPR7 antagonist,M18AAP inhibitor
Cn1c(N)c(C(=O)COC(=O)Cc2ccsc2)c(=O)n(C)c1=O,-5.1,23.3,-12.9,4.0,0.2,112.0,1.5,19.8*,1.3
COc1ccccc1CNC1CCCc2ccccc21 (configuration not stated),-11.8,-1.1,/,3.0,/,100.0,/,-12.7,1.6
CCOc1ccc(CNC(=O)c2ccc3nc(N4CCOCC4)sc3c2)cc1,4.2,7.8,-1.2,6.0,0.8,106.0,1.4,8.7,0.3
CCOC(=O)CSc1nnc(CNC(=O)c2ccc(S(=O)(=O)N3CCCC3)cc2)n1C,-6.2,15.8,-3.1,/,0.0,/,0.8,-7.9,-1.7
CCN(CC)S(=O)(=O)c1cccc(NC(=O)COC(=O)CCC(=O)c2cccs2)c1,/,3.4,-7.8,-2.0,-0.9,104.0,2.0,-4.1,-2.0
COCCCN1C(=O)c2ccc(C(=O)NCc3ccco3)cc2C1=O,5.8,-2.3,-4.9,0.0,0.4,97.0,-1.1,-7.2,2.6
Cc1ccc(C)c(N/C(N)=N/c2nc(C)cc(C)n2)c1,-9.0,-0.4,-18.4,4.0,20.6*,106.0,26.1*,61.1*,-0.8
CCOC(=O)c1[nH]c2cc(OC)c(OC)cc2c1NC(=O)CCN1CCSCC1,-1.6,/,2.7,1.0,-0.1,94.0,0.5,-0.1,2.8
CCN1CCN(C(c2ccccc2)c2nnnn2Cc2ccc3c(c2)OCO3)CC1 (configuration not stated),-3.7,13.5,-3.8,7.0,0.2,108.0,-0.2,-11.0,1.1
CCOC(=O)N1CCN(C(=O)c2cc(OC)cc(OC)c2)CC1,-6.3,13.2,-0.6,1.0,1.6,96.0,0.2,0.8,-2.4
COc1ccc(CC(=O)OCC(=O)NCc2ccc(Cl)cc2)cc1,-6.8,25.9,-12.0,-3.0,-1.6,105.0,0.4,5.5,-4.9
O=C(Nc1ccccc1)N(CCCN1CCOCC1)Cc1cc2cc3c(cc2[nH]c1=O)OCCO3,-3.9,-1.3,2.8,4.0,0.3,103.0,0.6,-5.0,3.8
O=C(NNC(=O)c1ccc(Br)o1)c1ccc(NC(=O)c2ccccc2)cc1,-3.7,10.0,-4.0,3.0,-0.5,103.0,-0.1,-7.2,2.3
COc1cccc(CNC(=O)CCS(=O)(=O)c2cc3c(cc2C)NC(=O)CO3)c1,/,0.9,-2.4,5.0,-1.1,98.0,-0.7,-9.1,2.9
CCCc1nnc(NC(=O)c2cn(CC)c3cc(N4CCN(C)CC4)c(F)cc3c2=O)s1,-1.6,15.3,-8.2,-12.0,-0.2,95.0,-0.1,-7.3,-2.5

# Entries from the list above that have two or more sulfur atoms (two):
SMILES,GalR3 antagonist,NALP1 inh,OXTR potentiate,MEKK2mut PB1 HTS,OXTR agonist,MEKK2 WT-MEK5,V1R ag counter,GPR7 antagonist,M18AAP inhibitor
CCOC(=O)CSc1nnc(CNC(=O)c2ccc(S(=O)(=O)N3CCCC3)cc2)n1C,-6.2,15.8,-3.1,/,0.0,/,0.8,-7.9,-1.7
CCN(CC)S(=O)(=O)c1cccc(NC(=O)COC(=O)CCC(=O)c2cccs2)c1,/,3.4,-7.8,-2.0,-0.9,104.0,2.0,-4.1,-2.0

# Other structures follow.
SMILES,GalR3 antagonist,NALP1 inh,OXTR potentiate,MEKK2mut PB1 HTS,OXTR agonist,MEKK2 WT-MEK5,V1R ag counter,GPR7 antagonist,M18AAP inhibitor
COc1cccc(C(=O)OCCNC(=O)c2cccnc2)c1,-6.2,14.7,-5.5,-1.0,1.5,106.0,6.8,-3.7,-0.7
Cc1nn(-c2ccccc2)c2nc(-c3ccccc3)cc(C(=O)N3CCOCC3)c12,-6.4,1.6,-7.2,-2.0,1.6,104.0,1.7,-2.3,-18.4
COc1ccc(NC(=O)CN2CCN(CC(=O)Nc3ccc(OC)c(OC)c3)CC2)cc1,-3.2,10.5,-10.1,21.0,-1.0,114.0,-0.6,-6.0,-1.3
O=C(CSc1nnc2c(n1)[nH]c1ccccc12)NCc1ccco1,-7.5,9.8,-7.7,0.0,-0.4,100.0,-0.7,-9.2,-2.8
COc1ccc(NC(=S)NNC(=O)c2ccco2)c(OC)c1,-2.5,-1.2,-3.5,6.0,0.4,106.0,-0.1,-7.9,11.5
O=S(=O)(c1ccc(Cl)s1)N1CCCc2cccc(O)c21,-4.8,-4.8,-14.9,1.0,-2.4,97.0,-1.5,-4.1,4.1
CCOC(=O)CN1C(=O)S/C(=C/c2cccc([N+](=O)[O-])c2O)C1=O,-3.9,-1.0,3.0,-12.0,2.9,87.0,2.8,-15.6,5.0
CCN(CC)/C(=N\S(=O)(=O)c1ccccc1C)c1ccccc1,-9.1,3.7,-7.7,-13.0,-0.7,90.0,-1.1,16.7,10.3
COc1ccc([N+](=O)[O-])cc1NC(=O)CCN1CCN(c2ccccc2OC)CC1,-1.4,21.2,1.2,7.0,0.5,98.0,0.3,5.8,2.7
COc1ccc(CC(=O)Nc2ccc(C(=O)Nc3nccs3)cc2)cc1OC,-6.0,-5.2,/,9.0,/,104.0,/,3.3,5.6
CC(C)CSc1ncc(-c2cccc(C(F)(F)F)c2)cn1,-2.5,-4.9,-10.4,5.0,-0.8,111.0,0.3,6.2,-0.8
CCOC(=O)c1ccccc1NC(=O)c1n[nH]c(=O)c2ccccc12,-4.1,24.1,-7.3,5.0,-0.6,102.0,-0.8,-11.3,-3.1
CN1CCc2nc3sc(C(=O)C45CC6CC(CC(C6)C4)C5)c(N)c3cc2C1,0.1,5.5,-2.1,/,0.3,/,-0.1,-4.5,1.6
CCC(C)NC(=O)CN1C(=O)NC2(CCOc3ccccc32)C1=O (configuration not stated),-7.8,3.5,-5.4,9.0,0.1,105.0,0.3,-3.5,0.6
CN(C)c1ccc(/C=C/C(=O)c2cccnc2)cc1,-3.2,/,-18.9,-5.0,90.1*,93.0,86.0*,11.9,8.3
COc1ccc(NC(=O)CN2CCN(S(=O)(=O)c3ccc(Cl)cc3)CC2)cc1Cl,3.9,-0.4,-9.9,8.0,2.5,106.0,2.0,-2.6,9.4
CCn1c(=O)c2c(nc3n2CCN3c2ccccc2)n(C)c1=O,-4.9,26.4,-10.0,5.0,0.2,103.0,1.0,-15.5,-1.8
O=C(CSc1nccn1Cc1ccco1)Nc1cccc(F)c1,-4.9,-1.6,-6.4,1.0,0.2,101.0,0.9,-2.4,-9.3
CCOC(=O)c1sc(NC(=S)NC(=O)C2CC2)cc1C,-2.1,21.6,-14.0,2.0,-1.9,107.0,0.0,10.1,-4.2
Cc1ccc(NC(=O)CNC(=O)OCc2ccccc2)cc1C,-5.6,-4.1,-0.1,4.0,-1.2,96.0,-0.4,8.5,-10.6
CCN(CC)c1c2c(c(C#N)c3nc4ccccc4n13)CCC2,-4.8,6.9,2.7,1.0,-2.0,105.0,-1.2,-11.8,-1.4
Cc1ccc(O)c(C2=NOC(O)(C(F)(F)C(F)F)C2)c1 (configuration not stated),-1.8,3.9,-3.0,-7.0,2.7,87.0,0.8,-12.2,5.3
CCSc1nnc(NC(=O)CCNS(=O)(=O)c2ccccc2F)s1,-4.5,25.3,1.4,5.0,1.1,106.0,1.2,-12.8,3.2
CCOC(=O)c1cc2c(=O)n3ccccc3nc2n(CCCOC)c1=NC(C)=O,-2.8,14.5,2.9,/,-1.4,/,-0.3,-4.1,9.9
CC1CC(=O)N(CC(=O)N2CCCC2)c2ccccc2S1 (configuration not stated),/,9.2,1.0,6.0,0.6,108.0,0.8,-8.7,-2.9
COC(=O)Cn1c2ccc(F)cc2c2nc(C)sc21,-3.3,4.8,-1.1,-5.0,-0.5,92.0,-0.6,0.7,15.2
Cc1ccc2nc(-c3cccc(Br)c3)cc(C(=O)Nn3cnnc3)c2c1,1.5,12.6,-8.0,0.0,-0.2,97.0,1.9,-4.5,60.7*
Cc1cc2c(c(=O)o1)C(Cc1ccccc1)C(C#N)=C(N)O2 (configuration not stated),-1.6,9.5,0.1,3.0,1.7,95.0,1.4,2.0,3.1
CC(C)N(C(=O)CSc1nnc(CSc2ncccn2)n1C)C(C)C,4.3,6.1,-7.5,3.0,-0.7,102.0,-0.4,-6.8,-5.2
O=[N+]([O-])c1ccc(N/N=C/c2ccccc2)c(F)c1,-7.0,22.8,-7.2,3.0,-1.4,95.0,-0.2,-0.4,5.2
O=C(CCS(=O)(=O)c1ccccc1)N1CCN(c2ccc(F)cc2)CC1,0.0,21.0,-5.9,-6.0,-0.3,82.0,3.1,-5.4,-10.2
CC(C)[C@H](NC(=O)[C@H](Cc1ccccc1)n1c(=O)[nH]c2ccccc2c1=O)C(=O)N1CCC[C@H]1C(=O)O,2.4,2.7,4.1,3.0,-0.6,102.0,1.9,11.1,1.1
Fc1ccc(-c2cc(C(F)(F)C(F)F)[nH]n2)cc1,-4.6,29.2,-21.1,-8.0,38.9*,92.0,31.9*,42.2*,-19.4
CCCC(=O)Nc1nn(C)c2nc3cc(C)ccc3cc12,/,30.0,-14.3,4.0,-0.9,99.0,-1.5,/,/
COc1ccccc1C1C(C#N)=C(N)Oc2cc(C)n(Cc3ccccn3)c(=O)c21 (configuration not stated),-0.9,-8.9,2.1,2.0,-0.3,102.0,0.3,7.8,4.5
Cc1ccccc1-c1nnc(SCC(=O)N(C)c2c(N)n(Cc3ccccc3)c(=O)[nH]c2=O)n1C,-2.2,/,2.8,/,-1.6,/,-0.9,/,/
COC(=O)C1=C(C)NC(=S)NC1c1ccc(OCC(=O)N2CC(C)OC(C)C2)c(OC)c1 (configuration not stated),-7.2,/,-0.6,/,-0.9,/,0.6,/,/
CCn1c(=O)c(CCC(=O)N2CCN(c3ccccn3)CC2)c(C)c2c(C)nn(-c3ccccc3)c21,-2.2,16.4,-5.5,1.0,-0.6,97.0,-0.2,-2.9,-15.8
CCc1ccc(NC(=S)N2CCC(NC(=O)c3ccccc3OC)CC2)cc1,-9.3,-7.7,-3.0,-3.0,1.4,95.0,2.6,-2.3,0.8
COc1ccccc1N(CC(=O)N/N=C/c1ccc(SC)cc1)S(C)(=O)=O,-1.1,25.6,0.4,-3.0,-0.3,91.0,-0.9,-1.6,2.9
CCOc1ccc(N(CC(=O)NC2CCCCC2)C(=O)CCC(=O)Nc2nccs2)cc1,-1.8,0.1,-3.7,-7.0,-0.1,90.0,0.4,4.2,4.9
Cc1cc(C)cc(NC(=O)c2ccc(S(=O)(=O)NCc3cccnc3)cc2)c1,-6.1,22.4,-14.2,-6.0,-0.5,97.0,0.3,-8.3,0.1
COC(=O)/N=C(/Cc1ccc(OC)cc1)c1ccc(OC)cc1,-9.9,20.2,-13.7,3.0,-1.0,106.0,-0.1,0.6,3.2
CCn1cnc2scc(-c3ccc(C)c(C)c3)c2c1=O,-5.4,11.1,-4.9,-10.0,-2.3,97.0,-1.6,-5.3,4.8
O=C(CSc1nccc(=O)[nH]1)c1ccccc1Br,-6.8,2.6,-3.8,9.0,0.1,100.0,-0.2,1.9,21.2
O=S(=O)(NCc1cn2ccsc2n1)c1ccc2c(c1)OCCO2,-4.0,26.1,-22.9,0.0,3.2,99.0,3.5,-12.2,-3.5
OCC1(CCc2ccccc2)CCN(Cc2ccc(OC(F)F)cc2)CC1,-0.4,13.7,/,5.0,/,103.0,/,-3.8,-2.0
